# Screening data as filed in PubChem.
# TSHR antag: antagonists of human thyroid stimulating hormone receptor. P16473. TSHR-expressing cells, TSH-stimulated cAMP HTRF, 2 h; active compounds read low. activity change, negative = inhibition, % at 11.5 µM. actives 0.2% (n = 330,000). AID 504810;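 active = activity change below a set negative limit, meaning inhibition stronger than a set level, cut at about -70% in these data; inconclusive = activity change between two set negative limits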; also: % is scaled to controls: 0 for no effect and ±100 for the full control effect
#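 Antagonism was scored as loss of TSH-driven cAMP in TSHR cells, stimulated with 4nM TSH (EC80) for 2 hours at 37 deg C and detected by homogeneous HTRF competition immunoassay.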
# MBNL1 CUG block: blocks human MBNL1 binding to CUG repeat RNA; Q9NR56; TR-FRET MBNL1-His/biotin-(CUG)12 binding, 665/545 ratio; Potency, µM (doses to about 57.5 µM), for the others: top-dose activity change, negative = inhibition, actives largely listed as inhibitors; actives 0.036% (n = 280,000); AID 2675; active = well fitted inhibition curve with a large enough effect in the signal ratio, with a control signal flat, not every such curve was filed as active; inconclusive = small, poorly fitted or top-dose-only effect, or effect the other way, or a change in a side signal; inactive = no such curve, though single readings can be large or run the other way; the % refers to the signal ratio; also: potency is read from the fitted curve at half-maximal effect; % is scaled to controls: 0 for no effect and ±100 for the full control effect
#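 TR-FRET readout: Ex 340 nm, 665/545 nm emission ratio, normalized to buffer-only (basal) and MBNL1-(CUG)12 controls. Complex of MBNL1-His with Biotin-(CUG)12, compounds 92 nM–58 uM, incubated 60 min at room temperature.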
# Mito fusion yeast: mitochondrial division inhibition or fusion activation | S. cerevisiae fusion-defective mutant growth rescue, CellTiterGlo 48 h | Potency, µM (doses to about 46.1 µM), inactives show at the highest dose growth rescue (activation), actives largely listed as activators | actives 0.23% (n = 320,000) | AID 485298;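 also: potency is read from the fitted curve at half-maximal effect; % of control where 0% means no effect; nearly all actives have a fitted effect of over 45% in size; temperature-sensitive fusion mutants such as fzo1-1 at 37 °C on non-fermentable ethanol glycerol medium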
#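 Luminescent cell viability in 1536-well qHTS format served as the measure of rescued growth in ts fusion-mutant S. cerevisiae cultured on non-fermentable YPEG for 48 hours at 37C.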
# ASM inhibitor: blocks human secretory acid sphingomyelinase; AID 504937; actives 0.006% (n = 340,000); Potency, µM (doses to about 57.5 µM), for the others: at the highest dose activity change, negative = inhibition, hits mostly inhibitors; placental ASM, HMU-PC fluorogenic substrate, 60 min; also: potency is read from the fitted curve at half-maximal effect
#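 Steps: dispense placental human ASM, pin compound, wait 10 min at room temperature, add HMU-PC0 substrate at 9 uM final, incubate 60 min at 37 °C, add stop solution raising pH to 10, read fluorescence.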
# KCNH2 WT inh: inhibitors of human wildtype KCNH2 potassium channel; U2OS, BacMam KCNH2, thallium flux FluxOr; active compounds read low; activity change, % at 1.84 µM; actives 0.37% (n = 340,000);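 active = maximum activity change below -70%; inconclusive = maximum activity change between -70% and -50%; inactive = maximum activity change above -50%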; also: % is scaled to controls: 0 for no effect and ±100 for the full control effect
# Target sequence (Q12809 whole entry, looked up): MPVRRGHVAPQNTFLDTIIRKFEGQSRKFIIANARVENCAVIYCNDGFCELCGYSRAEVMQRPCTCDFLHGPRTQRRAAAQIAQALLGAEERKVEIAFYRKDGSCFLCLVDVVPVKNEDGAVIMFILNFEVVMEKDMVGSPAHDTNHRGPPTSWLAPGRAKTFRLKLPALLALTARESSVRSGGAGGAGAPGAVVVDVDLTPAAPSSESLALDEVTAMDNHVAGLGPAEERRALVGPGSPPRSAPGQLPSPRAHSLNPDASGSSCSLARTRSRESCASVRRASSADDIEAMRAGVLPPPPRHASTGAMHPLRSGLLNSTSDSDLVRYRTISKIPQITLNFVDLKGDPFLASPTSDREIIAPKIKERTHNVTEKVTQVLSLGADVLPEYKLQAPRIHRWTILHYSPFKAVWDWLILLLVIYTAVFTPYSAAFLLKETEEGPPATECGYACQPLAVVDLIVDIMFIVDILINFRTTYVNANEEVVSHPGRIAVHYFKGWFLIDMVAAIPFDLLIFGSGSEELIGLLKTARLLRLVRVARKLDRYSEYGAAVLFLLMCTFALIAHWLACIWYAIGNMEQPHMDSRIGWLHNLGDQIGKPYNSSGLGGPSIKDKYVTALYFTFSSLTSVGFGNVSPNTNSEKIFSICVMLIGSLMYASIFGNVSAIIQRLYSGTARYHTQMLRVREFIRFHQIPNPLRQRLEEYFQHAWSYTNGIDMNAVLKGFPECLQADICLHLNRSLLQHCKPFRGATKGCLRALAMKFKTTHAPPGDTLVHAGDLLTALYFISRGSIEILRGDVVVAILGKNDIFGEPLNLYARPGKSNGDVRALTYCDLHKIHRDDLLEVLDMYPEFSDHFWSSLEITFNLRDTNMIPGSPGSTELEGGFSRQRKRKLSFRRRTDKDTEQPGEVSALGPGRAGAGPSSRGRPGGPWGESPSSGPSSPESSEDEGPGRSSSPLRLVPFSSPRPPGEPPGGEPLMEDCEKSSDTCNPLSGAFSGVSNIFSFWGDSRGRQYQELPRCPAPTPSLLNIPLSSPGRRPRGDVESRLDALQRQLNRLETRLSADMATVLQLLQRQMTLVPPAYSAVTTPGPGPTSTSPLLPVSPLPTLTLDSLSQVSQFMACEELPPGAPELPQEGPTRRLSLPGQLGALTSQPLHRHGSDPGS
#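 U2OS cells transduced with wild-type KCNH2 virus are loaded with FluxOr dye for 45 min, and thallium flux is measured in kinetic reads before and after stimulation buffer. Rate constants are normalized to DMSO controls.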
# USP2a inh: blocks human ubiquitin-specific protease USP2a. AID 463254. O75604. Potency, µM (highest dose often 38.3 µM), for the others: at the top dose activity change, negative = inhibition, usual class: inhibitors. USP2 core, Ub-CHOP2 coupled fluorogenic reporter, 485/531. actives 0.01% (n = 330,000);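 also: potency is read from the fitted curve at half-maximal effect; plate controls were DMSO wells for no effect and full inhibition by NEM control for full effect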
#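 USP2 core (10nM final) preincubated 30min RT with compound in 20mM Tris-HCl pH 8.0, 2mM CaCl2, 2mM beta-mercaptoethanol, 0.05% CHAPS; 25nM Ub-CHOP2 plus 25nM reporter substrate added, fluorescence (Ex485/Em531) read after 60min.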
# PKM2 act: activators of human pyruvate kinase M2; P14618; purified PKM2, Kinase-Glo ATP luminescence, activation; response scale: 0% is enzyme alone, no compound; Potency, µM (highest dose often 57.5 µM), without a hit: top-dose activation, most hits filed as activators; actives 0.34% (n = 260,000); also: potency is read from the fitted curve at half-maximal effect; % is scaled to controls: 0 for no effect and ±100 for the full control effect; nearly all actives have a fitted effect of over 55% in size
#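 hPK-M2, >95% pure; 0.1 mM ADP / 0.5 mM PEP final; imidazole pH7.2 buffer w/ 7 mM MgCl2, 50 mM KCl; 1 h RT; Kinase-Glo lum. Intermediate enzyme activity for dual inhibitor/activator qHTS.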
# GALK inh: blocks human galactokinase activity; P51570; AID 1868; actives 0.007% (n = 270,000); Purified GALK, Kinase-Glo residual ATP luminescence; Potency, µM (series often up to 57.5 µM), for inactives: at the top dose activity change, negative = inhibition, usual class: inhibitors; also: potency is read from the fitted curve at half-maximal effect; % is scaled to controls: 0 for no effect and ±100 for the full control effect
#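 ATP-depletion format; final 35 uM ATP, 100 uM D-galactose, 5 nM enzyme; pH 8.0 HEPES/Mg2+ buffer; 60 min RT; luminescence read 10 min after detection reagent.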
# Menin MLL FP TR: displaces Texas Red mutant MLL peptide from human menin. O00255. Menin + Texas Red MLL mutant peptide, fluorescence polarization. Potency, µM (top dose mostly 61.6 µM), without a hit: top-dose FP activity change, negative = inhibition, hits mostly inhibitors. actives 0.23% (n = 270,000); active = well fitted inhibition curve with a large enough effect in the polarisation, with a control signal flat, not every such curve was filed as active; inconclusive = small, poorly fitted or top-dose-only effect, or effect the other way, or a change in a side signal; inactive = no such curve, though single readings can be large or run the other way; the % refers to the polarisation; also: potency is read from the fitted curve at half-maximal effect; % of control where 0% means no effect; many of its hits are not listed in these tables
# Eya2 phos inh: Eya2 (human) phosphatase inhibition | recombinant Eya2, OMFP fluorescence dephosphorylation (OMFP is methylfluorescein phosphate) | Potency, µM (series often up to 76.9 µM), without a hit: top-dose activity, negative = inhibition, usual class: inhibitors | AID 488837 | O00167 | actives 0.006% (n = 330,000); also: potency is read from the fitted curve at half-maximal effect; % is scaled to controls: 0 for no effect and ±100 for the full control effect
#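 Eya2 (0.2 uM) preincubated 10 min at ambient with compound, then OMFP substrate added at 50 uM; 10 min reaction in 50 mM HEPES pH 7.5, 50 mM NaCl, 5 uM MgCl2, 0.05% BSA, 1 mM DTT. Fluorescence read at Ex 485/Em 525 nm.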
# Chronic BCR inh: blocks chronic active B-cell receptor signaling; ABC-DLBCL IkBa-CBG/CBR reporter, luminescence ratio, 4 h; actives 0.05% (n = 340,000); Potency, µM (highest dose often 46.1 µM), without a hit: at the highest dose ratio change, negative = lower green/red ratio, usual class: inhibitors; active = well fitted inhibition curve with a large enough effect in the signal ratio, with a control signal flat, not every such curve was filed as active; inconclusive = small, poorly fitted or top-dose-only effect, or effect the other way, or a change in a side signal; the % refers to the signal ratio;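 also: potency is read from the fitted curve at half-maximal effect; plate controls were basal doxycycline-induced cells for no effect and cells given 10 µM MG132 for full effect; MG132 reads +100%, hits lower the ratio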
#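 Concentration-response series (up to 46 uM) were applied to TMD8 dual-reporter cells for 4 h at 37C with doxycycline. Green/red ratio, after filter-overlap correction, defined %Activity; red signal alone was normalised to basal cells and zero luminescence.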
# * = called active by the depositor; ? = inconclusive; . = not tested or not shown; [ ] = dose if it differs, or a comment. Unless noted, calls follow the shape of the dose curve; as a rule, active = well fitted curve in the direction sought with a large enough effect; inconclusive = small, poorly fitted or top-dose-only effect, or another doubt; inactive = no such curve, though single readings can be large; an effect the other way counts as inactive or inconclusive. A portion of the library, so the mix of outcomes need not match the whole.
SMILES,TSHR antag,MBNL1 CUG block,Mito fusion yeast,ASM inhibitor,KCNH2 WT inh,USP2a inh,PKM2 act,GALK inh,Menin MLL FP TR,Eya2 phos inh,Chronic BCR inh
O=c1cc(CN2CCC3(CC2)OCCO3)c2c(ccc3ccccc32)o1,1,?,0%,-6%,-2,-1%,-10%,0%,-24%,-17%,2%
CCNc1nc(OC)nc(N2CCC(Cc3ccccc3)CC2)n1,-14,?,9%,0%,-17,3%,-15%,-2%,6%,-23%,2%
N#Cc1cc2c(nc1SCc1nc3ccccc3[nH]1)CCC2,-18,?,-1%,.,.,-2%,0%,-1%,?,0%,?
CCCc1ccc2oc(C(=O)NCCN3CCCC(C(N)=O)C3)c(C)c2c1 (stereo not drawn),34,-1%,0%,0%,30,1%,.,-4%,.,3%,-1%
CC(=O)Nc1ccc2nc(-c3ccccn3)[nH]c2c1,-2,1%,-6%,-1%,-6,0%,-18%,5%,-14%,22%,?
COc1cccc(NC(=O)CCNC(=O)Cn2ccc3ccccc3c2=O)c1,-1,-14%,-2%,3%,-3,-1%,3%,-2%,-4%,10%,?
O=S(=O)(Nc1ccc2nc(N3CCOCC3)sc2c1)c1ccccc1,-3,.,10%,1%,-9,2%,.,.,.,-27%,2%
O=C(COc1ccc(Cl)cc1)NCc1nnc(SCC(=O)NCC2CCCO2)o1 (stereo not drawn),-4,9%,0%,4%,10,0%,0%,2%,-5%,9%,?
O=C(CCCN1C(=O)c2ccccc2C1=O)Nc1c(C(=O)C2CC2)oc2ccccc12,12,-18%,-1%,-1%,1,3%,-1%,2%,1%,-2%,13%
CCN(C(=O)COC(=O)c1cc(=O)c2ccccc2o1)c1c(N)n(Cc2ccccc2)c(=O)[nH]c1=O,-3,.,-4%,2%,-15,0%,.,.,.,-8%,?
COc1ccc(C(c2nnnn2Cc2cccs2)N2CCN(c3ccc(F)cc3)CC2)cc1OC (stereo not drawn),-41,-9%,16%,-9%,2,-2%,4%,4%,-14%,12%,3%
O=C(CCCn1c(=O)c2sccc2n(CC(=O)NCc2ccco2)c1=O)NCc1ccco1,2,0%,0%,3%,-3,0%,-3%,0%,4%,-11%,1%

# Record cards, as listed above. Screens in order: TSHR antag	MBNL1 CUG block	Mito fusion yeast	ASM inhibitor	KCNH2 WT inh	USP2a inh	PKM2 act	GALK inh	Menin MLL FP TR	Eya2 phos inh	Chronic BCR inh
# Results for `O=C(CCCn1c(=O)c2sccc2n(CC(=O)NCc2ccco2)c1=O)NCc1ccco1` → 2	0%	0%	3%	-3	0%	-3%	0%	4%	-11%	1%
# Results for `N#Cc1cc2c(nc1SCc1nc3ccccc3[nH]1)CCC2` → -18	?	-1%	.	.	-2%	0%	-1%	?	0%	?

# Next part:
SMILES,TSHR antag,MBNL1 CUG block,Mito fusion yeast,ASM inhibitor,KCNH2 WT inh,USP2a inh,PKM2 act,GALK inh,Menin MLL FP TR,Eya2 phos inh,Chronic BCR inh
COC(=O)c1ccc(CSc2nc3ccccc3c(=O)n2N)cc1,-13,-2%,5%,1%,3,3%,.,-1%,0%,10%,?
CCN1C(=O)N(S(=O)(=O)c2ccc(C)cc2)[C@@H](c2ccccc2)C(C(=O)OC)=C1C,-4,?,-75%[inhibitor],-5%,-3,5%,-21%[11.5 µM],-2%,-20%[11.7 µM],0%,7%
C/C(=N\NC(=O)CSc1ncccn1)c1ccc2c(c1)OCCO2,-11,-10%,19%,1%,-5,3%,11%,-7%,-9%,11%,-12%
Cc1nn(C)cc1NC(=O)CC12CC3CC(CC(C3)C1)C2,-1,-2%,-7%,2%,-2,-1%,-1%,1%,-9%,-1%,1%
CCc1cccc2c(C(=O)CN3C(=O)NC4(CCCCC4)C3=O)c[nH]c12,-4,.,.,-1%,-1,-1%,.,.,.,-17%,-2%
O=C(O)CNC1=NCCCCC1,-2,-10%,-1%,1%,26,0%,-4%,4%,3%,14%,0%
CN1CCc2c(sc3c2C(=O)NC(/C=C\c2ccccc2)N3)C1 (stereo not drawn),-3,?,-4%,352%[activator],1,15%,-2%,0%,.,1%,-14%
COc1ccc(N2CCN(C(=O)CN3c4cccc5cccc(c45)S3(=O)=O)CC2)cc1,.,.,.,3%,3,5%,.,.,.,4%,?
CSc1ccccc1C(=O)Nc1cc(C)ccc1C,-9,1%,-3%,2%,.,5%,2%,-4%,?,0%,2%
CCC(=O)Nc1ccc(C(=O)CSc2nnc(-c3ccccc3F)n2CCc2ccccc2)cc1,-18,7%,1%,.,3,3%,-2%,-2%,2%,2%,-5%
O=C(Nc1ccc2nn(-c3ccccc3)nc2c1)c1ccc2c(c1)OCCO2,-43,10%,10%,35%[activator],6,4%,5%,3%,?,-2%,?
Cc1cn2c(=O)c(C(=O)N3CCN(c4ccccc4F)CC3)cnc2s1,10,.,-4%,-2%,-1,1%,.,.,.,-24%,15%
Cc1ccc2c(c1)nnn2C1CCN(C(=O)C2CCCCC2)CC1,-5,-5%,3%,5%,-6,1%,0%,1%,0%,-1%,-1%
O=C1Nc2ccc(S(=O)(=O)N(CCO)CCO)c3cccc1c23,8,?,2%,378%[activator],-15,0%,-13%,7%,?,5%,-6%
CC(/C=C/c1ccccc1)=N/NC(=O)Cn1nnc(N)n1,0,?,-7%,-1%,5,1%,2%,.,.,-29%,?
NC1=NS(=O)(=O)NC1c1cccc(Cl)c1 (stereo not drawn),8,3%,-1%,1%,0,1%,-3%,3%,-1%,-2%,0%
CCC(C(=O)NC(C)(C)C)N(C(=O)c1ccc(Cl)nc1)C1CCCC1 (stereo not drawn),-8,0%,2%,0%,3,3%,2%,3%,11%,2%,-7%
CCOc1ccccc1C(=O)NCC(=O)NNC(=O)c1cccc(S(=O)(=O)Nc2ccc(OC)cc2)c1,-6,.,-6%,.,-2,1%,.,.,.,7%,1%
COc1ccc(S(=O)(=O)N2CCCCCC2)cc1C(=O)N(C)CCOc1ccc(Cl)cc1,-18,.,27%,-3%,13,-1%,.,.,.,-21%,2%
CC1CCCCC12NC(=O)N(CC(=O)NCCc1ccccn1)C2=O (stereo not drawn),36,3%,0%,7%,2,4%,3%,-1%,0%,10%,0%
NC(=O)c1sc2cc(C(F)(F)F)cnc2c1-c1cccs1,12,23%,4%,-2%,11,1%,4%,0%,11%,-11%,24%
CC(=O)Nc1ccc(N=Cc2c(O)ccc3ccccc23)cc1,-12,?,1%,-4%,3,0%,1%[11.5 µM],-2%,10%,?,-12%
CC1=NN(C(C#N)c2ccccc2)C(c2ccccc2)C1 (stereo not drawn),6,-12%,-3%,5%,-2,0%,-11%,2%,.,5%,-3%
CCN(CC)c1ccc(S(=O)(=O)N2CCOCC2)cc1NC(=O)CSc1nncn1C,7,.,-4%,6%,-19,0%,.,.,.,-9%,?
CCOc1cc(N2CCOCC2)c(OCC)cc1NC(=O)COc1ccc2ccc(=O)oc2c1,-5,-3%,2%,.,.,1%,9%,0%,9%,4%,-2%
O=C(Nc1ccc2c(c1)CCC2)c1cccc(S(=O)(=O)N2CCN(c3ccccc3)CC2)c1,-13,7%,10%,-3%,7,1%,-4%,0%,-14%,-19%,-8%
CCCCC(=O)C1CCN(Cc2ccccc2)CC1,2,-21%,1%,0%,10,2%,-7%,16%,-6%,-6%,0%

# Three compounds out of the list, ordered by heavy-atom count, rising:
SMILES,TSHR antag,MBNL1 CUG block,Mito fusion yeast,ASM inhibitor,KCNH2 WT inh,USP2a inh,PKM2 act,GALK inh,Menin MLL FP TR,Eya2 phos inh,Chronic BCR inh
CCCCC(=O)C1CCN(Cc2ccccc2)CC1,2,-21%,1%,0%,10,2%,-7%,16%,-6%,-6%,0%
CC1=NN(C(C#N)c2ccccc2)C(c2ccccc2)C1 (stereo not drawn),6,-12%,-3%,5%,-2,0%,-11%,2%,.,5%,-3%
Cc1ccc2c(c1)nnn2C1CCN(C(=O)C2CCCCC2)CC1,-5,-5%,3%,5%,-6,1%,0%,1%,0%,-1%,-1%
